S-ASM inh = blocks human secretory acid sphingomyelinase; P17405; placental ASM, HMU-PC fluorogenic substrate, 60 min; Potency, µM (doses to about 57.5 µM), without a hit: at the top dose activity change, negative = inhibition, usual class: inhibitors; 0.006% of 340,000 active; AID 504937; also: potency is read from the fitted curve at half-maximal effect
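Fluorescence read-out (Ex 386 nm, Em 447 nm) after stopping the reaction at pH 10. Enzyme: ASM from human placenta; substrate HMU-PC0, 9 uM final; 60 min, 37 °C. Compound preincubation 10 min, ambient temperature.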
PTAP TSG101 blk = blocks PTAP/TSG101 interaction to inhibit HIV-1 budding | Fluorescence polarization, FITC-PTAP peptide / Tsg101 binding | Potency, µM (highest dose often 115 µM), for the others: at the highest dose activity change, negative = inhibition, actives largely listed as inhibitors | Q99816 | 340,000 tested, under 10 active; active = well fitted inhibition curve with a large enough effect in the main read-out, with a control signal flat, not every such curve was filed as active; inconclusive = small, poorly fitted or top-dose-only effect, or effect the other way, or a change in a side signal; inactive = no such curve, though single readings can be large or run the other way; also: potency is read from the fitted curve at half-maximal effect; % of control where 0% means no effect
Target sequence (Q99816 whole entry, looked up): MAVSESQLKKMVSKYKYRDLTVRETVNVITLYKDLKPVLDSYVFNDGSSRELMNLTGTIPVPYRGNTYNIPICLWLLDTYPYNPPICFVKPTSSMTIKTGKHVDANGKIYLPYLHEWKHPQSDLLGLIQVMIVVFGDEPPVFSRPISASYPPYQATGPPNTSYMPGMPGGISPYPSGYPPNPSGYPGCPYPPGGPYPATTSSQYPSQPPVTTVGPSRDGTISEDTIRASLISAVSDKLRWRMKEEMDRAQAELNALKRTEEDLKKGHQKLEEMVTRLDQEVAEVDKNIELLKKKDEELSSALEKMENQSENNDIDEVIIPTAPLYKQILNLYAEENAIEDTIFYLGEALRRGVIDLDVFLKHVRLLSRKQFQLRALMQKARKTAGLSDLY
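Tsg101 binding domain (10 uM final) was mixed with compound and a FITC-labeled PTAP peptide (50 nM final) in HEPES pH 7.5 buffer with NaCl, Tween 20, EDTA and TCEP; fluorescence polarization was read after 20 min at r.t.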
Giardia kill = kills Giardia lamblia | Giardia lamblia trophozoite viability | activity change, % at 7.66 µM, hits read low | 0.15% of 340,000 active; in the data active = activity change below about -80%; inconclusive = between about -30% and that limit;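 also: parasites exposed to compound for two days anaerobically before the ATP read; % is scaled to controls: 0 for no effect and ±100 for the full control effect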
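Media and compound were dispensed first, then trophozoites at 100 cells/well; plates sat 48 hrs at 37 deg C without oxygen before ATP luminescence reagent was added and read after 15-30 min at room temperature.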
BCR signal inh = blocks chronic active B-cell receptor signaling. ABC-DLBCL IkBa-CBG/CBR reporter, luminescence ratio, 4 h. 0.05% of 340,000 active. AID 493014. Potency, µM (series often up to 46.1 µM), inactives show at the highest dose ratio change, negative = lower green/red ratio, hits mostly inhibitors; active = well fitted inhibition curve with a large enough effect in the signal ratio, with a control signal flat, not every such curve was filed as active; inconclusive = small, poorly fitted or top-dose-only effect, or effect the other way, or a change in a side signal; the % refers to the signal ratio;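 also: potency is read from the fitted curve at half-maximal effect; plate controls were basal doxycycline-induced cells for no effect and cells given 10 µM MG132 for full effect; MG132 reads +100%, hits lower the ratio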
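TMD8 ABC-DLBCL cells carrying doxycycline-inducible green luciferase fused to IkappaBalpha plus unfused red luciferase were exposed to compounds (up to 46 uM) for 4 hrs at 37C. Activity came from the overlap-corrected green/red luminescence ratio.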
Menin MLL FP TR = displaces Texas Red mutant MLL peptide from human menin; O00255; Menin + Texas Red MLL mutant peptide, fluorescence polarization; Potency, µM (highest dose often 61.6 µM), without a hit: at the top dose FP activity change, negative = inhibition, most hits filed as inhibitors; 0.23% of 270,000 active; active = well fitted inhibition curve with a large enough effect in the polarisation, with a control signal flat, not every such curve was filed as active; inconclusive = small, poorly fitted or top-dose-only effect, or effect the other way, or a change in a side signal; inactive = no such curve, though single readings can be large or run the other way; the % refers to the polarisation; also: potency is read from the fitted curve at half-maximal effect; % of control where 0% means no effect; many of its hits are not listed in these tables
GALK inh = galactokinase (human) inhibition | P51570 | Purified GALK, Kinase-Glo residual ATP luminescence | Potency, µM (series often up to 57.5 µM), for the others: at the highest dose activity change, negative = inhibition, most hits filed as inhibitors | 0.007% of 270,000 active | AID 1868; also: potency is read from the fitted curve at half-maximal effect; % is scaled to controls: 0 for no effect and ±100 for the full control effect
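Human GALK (5 nM) with 35 uM ATP and 100 uM galactose in 20 mM HEPES pH 8.0, 5 mM MgCl2, 60 mM NaCl, 1 mM DTT, 0.01% BSA. After 1 h at room temperature, leftover ATP was read by Kinase-Glo Plus luminescence.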
Tb PFK inh = blocks T. brucei phosphofructokinase | T. brucei PFK, ADP-Glo luminescence | Potency, µM (titrated, usually from 57.5 µM), for the others: at the highest dose activity, negative = inhibition, most hits filed as inhibitors | 0.17% of 330,000 active | AID 485367;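 also: potency is read from the fitted curve at half-maximal effect; 0% = uninhibited 1x PFK enzyme wells and -100% = no-enzyme wells; nearly all actives have a fitted effect of over 60% in size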
Target sequence (O15648 whole entry, looked up): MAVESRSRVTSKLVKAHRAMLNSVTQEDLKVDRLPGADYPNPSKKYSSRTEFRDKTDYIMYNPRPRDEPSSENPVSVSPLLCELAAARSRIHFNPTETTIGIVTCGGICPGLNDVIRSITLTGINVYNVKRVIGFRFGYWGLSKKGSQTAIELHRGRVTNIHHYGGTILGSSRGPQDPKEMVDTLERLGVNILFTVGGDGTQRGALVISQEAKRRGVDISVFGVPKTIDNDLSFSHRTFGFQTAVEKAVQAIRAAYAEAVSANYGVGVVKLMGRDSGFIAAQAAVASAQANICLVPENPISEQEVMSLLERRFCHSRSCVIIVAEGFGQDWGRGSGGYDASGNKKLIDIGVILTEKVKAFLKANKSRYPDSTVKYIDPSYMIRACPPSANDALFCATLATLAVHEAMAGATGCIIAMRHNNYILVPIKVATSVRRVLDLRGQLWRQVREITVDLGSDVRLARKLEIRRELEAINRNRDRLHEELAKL
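Activity is normalized to no-enzyme wells (full inhibition) and 1.25 nM enzyme wells (no inhibition). Reaction: 0.5 mM F6P, 0.1 mM ATP, 45 min RT, ADP-Glo luminescence; concentration-response curves fitted and classed by quality.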
FBPA coupling cs = counter-screen for Giardia aldolase inhibitors: coupling enzyme system; coupling enzyme system counterscreen, AmpLite Red fluorescence; activity change, negative = inhibition, % at 58.2 µM, hits read low; 0.67% of 290,000 active; in the data active = activity change below about -30%; also: % is scaled to controls: 0 for no effect and ±100 for the full control effect
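Coupling enzymes only (glyceraldehyde-3-phosphate) + compound, at 57.5 uM final, 10 min RT; add substrate/coupling/AmpLite Red mix, 20 min RT; fluorescence ex 525/em 598 nm. Actives flag coupling-system interference.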
PKM2 activator = increases activity of human pyruvate kinase M2 | purified PKM2, Kinase-Glo ATP luminescence, activation; response scale: 0% is enzyme alone, no compound | 0.34% of 260,000 active | P14618 | Potency, µM (doses to about 57.5 µM), inactives show at the highest dose activation, most hits filed as activators; also: potency is read from the fitted curve at half-maximal effect; % is scaled to controls: 0 for no effect and ±100 for the full control effect; nearly all actives have a fitted effect of over 55% in size
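ATP formation by purified human PK-M2, quantified via coupled luciferase luminescence after 1 h at room temperature with 0.1 mM ADP and 0.5 mM PEP final.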
a7 integrin act = activates integrin-mediated alleviation for muscular dystrophy; alpha7betagal myoblasts, beta-gal FDG fluorescence, 48 h; Potency, µM (top dose mostly 38.3 µM), for the others: at the top dose activation, most hits filed as activators; 0.064% of 350,000 active; AID 624291;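 also: potency is read from the fitted curve at half-maximal effect; 100% = response of the positive control SU9516; nearly all actives have a fitted effect of over 60% in size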
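Alpha7betagal+/- myoblasts (passage 13) were plated 16-24 hr, then exposed to compounds (1:260 dilution of DMSO stock) for 48 hours at 37C. After MPER lysis, β-galactosidase reporter activity was read as FDG fluorescence (ex 480/em 540) after 30 minutes.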
B2AR arrestin = agonists driving beta-arrestin recruitment to human beta2-adrenergic receptor; P07550; beta-arrestin recruitment to beta2AR, cell-based reporter; Potency, µM (top dose mostly 46.1 µM), for inactives: at the highest dose activation, usual class: activators; 0.02% of 330,000 active;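 also: potency is read from the fitted curve at half-maximal effect; 0% = DMSO controls and full agonism = EC100 isoproterenol or metaproterenol; nearly all actives have a fitted effect of over 65% in size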
The depositor's hits bear a star; ? = inconclusive; · = no result given; & = joins results of further samples; [ ] = remark or other dose. Unless noted, calls follow the shape of the dose curve; as a rule, active = well fitted curve in the direction sought with a large enough effect; inconclusive = small, poorly fitted or top-dose-only effect, or another doubt; inactive = no such curve, though single readings can be large; an effect the other way counts as inactive or inconclusive.

SMILES | S-ASM inh | PTAP TSG101 blk | Giardia kill | BCR signal inh | Menin MLL FP TR | GALK inh | Tb PFK inh | FBPA coupling cs | PKM2 activator | a7 integrin act | B2AR arrestin
S=C(NCC1CCCO1)Nc1ccc(Cl)c(Cl)c1 (stereo not drawn) | -3% | 0% | -15 | ? | ? | 7% | -12% | 1 | 1% | 0% | -0.4%
CCOc1ccc(OCCCC(=O)N2CCN(S(=O)(=O)c3ccccc3C#N)CC2)cc1 | -6% | -2% | -5 | -9% | · | · | -9% | · | · | 0% | -3.0%
CCOC(=O)c1sc(NC(=O)CCN2CCCCCC2)c(C(=O)OCC)c1C | -5% | 0% | 10 | ? | 0% | 0% | 4% | 5 | · | -52%[inhibitor] | 3.5%
O=C(NCc1ccc(F)cc1)C(c1ccco1)N(C(=O)c1csnn1)c1ccccc1 (stereo not drawn) | -1%[11.5 µM] | -3% | -7 | -10% | -28% | 4% | 2% | 1 | · | 0% | -0.1%
Cc1ccsc1CNS(=O)(=O)c1ccc(F)cc1 | 4% | -1% | 2 | 2% | · | 5% | -5% | · | -1% | -21% | 0.2%
c1ccc2c(c1)cnc1ccccc12 | 2%&7% | -1%&0% | -7&2 | 2% | · | 0% | -4% | -11 | -17% | 3%&20% | -0.3%
Cc1ccc(Cl)cc1NC(=S)NN | 2% | -2% | -17 | ? | · | 5% | -22% | 2 | -12% | ? | -0.6%
CN(c1ccc(F)cc1)S(=O)(=O)c1ccc(Cl)c(C(=O)Nc2ccncc2)c1 | -1% | 0% | 10 | -1% | · | · | -10% | · | · | -43%[inhibitor] | -0.1%
O=C1CCCCCN1Cc1nnc(SCc2nc3ccccc3s2)n1-c1ccccn1 | 3% | -6% | 10 | ? | -5% | 4% | 2% | 0 | 9% | -23% | -0.1%
COC(=O)c1c(-c2ccc(N(C)C)cc2)sc2ccc(OC)cc12 | · | -2% | -2 | ? | · | · | 4% | · | · | 0% | -0.2%
CCC(COC(=O)Nc1cccc(C)c1C)NC(=O)OCC(C)C (stereo not drawn) | 1% | · | -9 | -3% | -7% | 0% | -3% | 4 | 3% | -20% | -0.2%
Cc1c(Cl)c([N+](=O)[O-])nn1Cc1ccc(C(=O)Nc2ccc(Cl)cn2)o1 | -6% | -3% | -21 | -17% | ? | -2% | -2% | -5 | 4% | 21% | -0.6%
COc1ccc2c(c1)c(CC(=O)Nc1ccc(C)cc1)c(C)n2C(=O)c1ccc(Cl)cc1 | -8% | -2% | 16 | -26% | -19% | -1% | 2% | 3 | -1% | 6% | 0.0%
CCN(Cc1ccccc1)Cc1cccc([N+](=O)[O-])c1 | -1% | -9% | -5 | -7% | -9% | 2% | 1% | 2 | -4% | -9% | 0.4%
O=C(Nc1nccs1)NC1CCCCC1 | -2% | -4% | 25 | 0% | ? | 1% | 0% | 0 | 2% | 6% | 0.1%
O=C(NCc1ccc(F)cc1)C(c1ccccc1)N(CC1CCCO1)C(=O)Cn1nnc2ccccc21 (stereo not drawn) | -2% | -9% | -7 | 0% | -21% | 0% | -2% | 2 | 15% | -14% | -0.3%
Cc1ccc(C(=O)NNC(=O)CCOc2cccc(C)c2)cc1 | 3% | -7% | -24 | 2% | · | · | -1% | · | · | 23% | -0.8%
C[C@@H](Oc1ccccc1)c1nnn(Cc2ccccc2)c1-c1c([C@@H](C)Oc2ccccc2)nnn1Cc1ccccc1 | 8% | -1% | 3 | 8% | · | 0% | 3% | -1 | -2% | 6% | -0.3%
CN(C)CC#CCC(O)(c1ccccc1)C1CCCCC1 (stereo not drawn) | 0% | -6% | -3 | 1% | 2% | -2% | -2% | -3 | -8% | 24% | -0.3%
CCOc1ccc(NC(=O)CSc2nnc(Cn3c(=O)sc4ccccc43)n2C)cc1 | -1% | 0% | -14 | 1% | 1% | 0% | 0% | 0 | -2% | 0% | -0.1%

Part of the list above, reduced to a7 integrin act and Menin MLL FP TR:
| SMILES | a7 integrin act | Menin MLL FP TR |
| --- | --- | --- |
| CCN(Cc1ccccc1)Cc1cccc([N+](=O)[O-])c1 | -9% | -9% |
| O=C(NCc1ccc(F)cc1)C(c1ccccc1)N(CC1CCCO1)C(=O)Cn1nnc2ccccc21 (stereo not drawn) | -14% | -21% |

(listing goes on)
SMILES | S-ASM inh | PTAP TSG101 blk | Giardia kill | BCR signal inh | Menin MLL FP TR | GALK inh | Tb PFK inh | FBPA coupling cs | PKM2 activator | a7 integrin act | B2AR arrestin
Cc1ccc(-c2c(C(=O)NNC(=S)NCC3CCCO3)csc2C)cc1 (stereo not drawn) | 1% | -2% | -11 | ? | -12% | -1% | 10% | 2 | 5% | -35% | -0.7%
CCN1CCN(C(=O)/C=C/c2c(F)cccc2Cl)CC1 | 4% | -2% | -8 | -1% | -1% | 1% | 0% | 4 | 7% | -14% | 0.0%
Cc1ccccc1C(=O)Nc1c2c(nn1C(C)(C)C)CS(=O)(=O)C2 | -1% | -3% | -3 | -1% | · | -2% | -7% | · | -8% | 14% | -0.4%
Cc1c(NC(=O)c2ccco2)cccc1-c1nc2cccnc2s1 | 4% | 1% | 0 | 1% | 6% | 4% | -2% | 2 | -12% | 7% | -1.0%
CC(Cl)C(=O)c1ccc2c(c1)CCN2C(=O)C1CC1 (stereo not drawn) | 0% | -6% | 17 | ? | 14% | 4% | -6% | 0 | 5% | -13% | -1.7%
Clc1ccc(OCc2nc(-c3ccccn3)no2)c(Br)c1 | -4% | -5% | 2 | -21% | -5% | 0% | -2% | 0 | 5% | -21% | -0.1%
O=C(CN1C(=O)NC2(CCCCC2)C1=O)N1CCN(S(=O)(=O)c2cccc(F)c2)CC1 | 1% | -1% | -10 | 1% | · | -2% | -4% | · | · | 4% | 0.1%
Cc1nc(C)c(C(=O)Nc2cccc(C)c2C)o1 | 1% | 0% | -9 | -3% | 0% | -2% | 1% | -1 | -5% | -29% | 0.2%
CCN(CC)CCOc1ncnc2c1oc1ccccc12 | 0% | -3% | -8 | 1% | -1% | -1% | -1% | -1 | -5% | -20% | 0.1%
COC(=O)[C@]1(Cc2ccccc2)N[C@H](CN(C)S(=O)(=O)c2ccc(-c3ccccc3)cc2)[C@@H]2C(=O)N(Cc3ccccc3)C(=O)[C@@H]21 | 8% | 3% | 2 | 0% | · | · | 6% | · | · | 1% | -1.1%

Exported with values under each structure: entries from further up.
Value order: S-ASM inh | PTAP TSG101 blk | Giardia kill | BCR signal inh | Menin MLL FP TR | GALK inh | Tb PFK inh | FBPA coupling cs | PKM2 activator | a7 integrin act | B2AR arrestin
Cc1nc(C)c(C(=O)Nc2cccc(C)c2C)o1
  1% | 0% | -9 | -3% | 0% | -2% | 1% | -1 | -5% | -29% | 0.2%
CCN(CC)CCOc1ncnc2c1oc1ccccc12
  0% | -3% | -8 | 1% | -1% | -1% | -1% | -1 | -5% | -20% | 0.1%

Additional compounds follow:
SMILES | S-ASM inh | PTAP TSG101 blk | Giardia kill | BCR signal inh | Menin MLL FP TR | GALK inh | Tb PFK inh | FBPA coupling cs | PKM2 activator | a7 integrin act | B2AR arrestin
Cc1ccc(NC(=O)CSc2nnc(CCC(=O)O)c(=O)[nH]2)cc1 | -2% | -5% | -1 | ? | · | -1% | 6% | 9 | -5% | -18% | 0.0%
CCOc1ccc(CCNC(=O)C2CC(=O)N(Cc3ccc(C)cc3)C2)cc1OCC (stereo not drawn) | 5% | -1% | -12 | 7% | · | · | -2% | · | · | 0% | -0.6%
COc1ccc(C2C(CC(=O)O)=C(Nc3ccccc3)C(=O)N2c2ccccc2)cc1 (stereo not drawn) | 3% | -1% | 0 | ? | 21% | 2% | -1% | 10 | -3% | -12% | -0.2%
CC(=O)Nc1ccc(NC(=O)COc2cc(C)cc3oc(=O)cc(C)c23)cc1 | 1% | -4% | 8 | 0% | 11% | -4% | 2% | 1 | · | -7% | -0.1%
C/C(=N\NC(=O)C1(C)CC1(Br)Br)c1cccc(NC(=O)c2ccc(C)o2)c1 (stereo not drawn) | -9% | · | 4 | ? | · | 8% | -2% | · | 13% | -27% | -0.8%
O=C(c1cc(-c2ccc(Br)cc2)on1)N1CCCC1 | 3% | 1% | -22 | ? | 0% | 9% | 0% | 3 | -5% | 0% | 0.6%
CC(C)(C)c1nnc(N/N=C/c2ccccc2)n(N)c1=O | 0% | -1% | 0 | ? | 4% | 0% | -1% | -1 | 0% | 2% | -0.5%

Assay outcomes from PubChem BioAssay.

These rows are one share of the data; count on the stated rates, not on these rows.
